From PubChem
ARFGAP1 inhibitor: inhibitors of rat ARFGAP1; Q62848; Arfgap1-stimulated ARF1 GTP hydrolysis, GDP FP detection; inhibition, % at 16.5 µM; 360,000 compounds, 0.26% hits;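 active = inhibition above a per-plate limit, mean inhibition of low control wells plus 3 SD, cut at about 25% in these data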;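 note: 0% = DMSO wells with enzyme and 100% = wells lacking Arfgap1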
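Replicates: Single well per compound | Assay system: Truncated rat Arfgap1 GAP domain | Control set: No-Arfgap1 wells (100%) versus DMSO full-reaction wells (0%) | Times: Enzyme reaction 120 min at 25 °C after 20 min preincubation | Reagent: Human ARF1(Δ1-17)-GTP substrate | Measured by: Tracer-displacement fluorescence polarization with EDTA stop, 620/688 nm | Measure: Percent inhibition of Arfgap1-stimulated GTP hydrolysis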
UHRF1 binding: UHRF1 methyl-DNA binding inhibition; UHRF1 binding to methylated oligo, TR-FRET; inhibition, % at 4.4 µM; 370,000 compounds, 0.75% hits; in the data active = inhibition above about 21%;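 note: UHRF1 SRA domain binding a hemimethylated CpG hairpin DNA probe; 0% = median of test compound wells and 100% = reference inhibitor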
Tn7 DDE FP: inhibitors of Tn7 peptide binding to human fibrin DD(E) | P02675 | FP displacement of FITC-Tn7 peptide from fibrin DD(E); 0% = median of compound wells per plate | inhibition, % at 8.3 µM | 370,000 compounds, 0.13% hits;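 active = inhibition above the mean of compounds falling within the control limits plus 3 SD of them, cut at about 14% in these data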;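 note: 0% = plate median of compound wells and 100% = 10 µM Aha-Tn7 peptide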
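Assay system: human fibrin DD(E). Input: DD(E) 2 µM final. Medium: Tris buffer with calcium and detergent, pH 7.8. Compound dosing: single point at 8.3 µM. Timing: 10 min plus 3 h, room temperature. Technique: fluorescence polarization of the labelled Tn7 tracer. Read-out: percent inhibition. Replicates: singlicate testing.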
Tn6 DDE FP: disrupts Tn6 cyclic peptide binding to fibrin D-Dimer-E complex | 370,000 compounds, 0.21% hits | P02675 | Fibrin DD(E) TRITC-Tn6 fluorescence polarization displacement | inhibition, % at 8.3 µM;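 active = inhibition above a per-campaign cutoff: mean of compounds within control limits plus 3 SD, cut at about 15% in these data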;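 note: 0% = median of all compound wells on the plate and 100% = blocking peptide control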
ADAM17 inh: inhibitors of human ADAM17. P78536. recombinant ADAM17, EDANS/DABCYL FRET peptide cleavage. inhibition, % at 6.95 µM. 370,000 compounds, 0.83% hits. AID 720648;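 active = inhibition above the mean of compounds lying between control limits plus 3 SD, set per campaign, cut at about 8.5% in these data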;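 note: 0% = DMSO-only wells as the low control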
PLCb3 inh: inhibitors of human phospholipase C beta3; Q01970; Purified PLC-beta3, fluorogenic substrate, fluorescence; inhibition, % at 12.2 µM; 370,000 compounds, 0.18% hits; AID 720704; in the data active = inhibition above about 11%;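 note: 0% = median of compound wells on plate and 100% = full blocker control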
Target sequence (Q01970 whole entry, looked up): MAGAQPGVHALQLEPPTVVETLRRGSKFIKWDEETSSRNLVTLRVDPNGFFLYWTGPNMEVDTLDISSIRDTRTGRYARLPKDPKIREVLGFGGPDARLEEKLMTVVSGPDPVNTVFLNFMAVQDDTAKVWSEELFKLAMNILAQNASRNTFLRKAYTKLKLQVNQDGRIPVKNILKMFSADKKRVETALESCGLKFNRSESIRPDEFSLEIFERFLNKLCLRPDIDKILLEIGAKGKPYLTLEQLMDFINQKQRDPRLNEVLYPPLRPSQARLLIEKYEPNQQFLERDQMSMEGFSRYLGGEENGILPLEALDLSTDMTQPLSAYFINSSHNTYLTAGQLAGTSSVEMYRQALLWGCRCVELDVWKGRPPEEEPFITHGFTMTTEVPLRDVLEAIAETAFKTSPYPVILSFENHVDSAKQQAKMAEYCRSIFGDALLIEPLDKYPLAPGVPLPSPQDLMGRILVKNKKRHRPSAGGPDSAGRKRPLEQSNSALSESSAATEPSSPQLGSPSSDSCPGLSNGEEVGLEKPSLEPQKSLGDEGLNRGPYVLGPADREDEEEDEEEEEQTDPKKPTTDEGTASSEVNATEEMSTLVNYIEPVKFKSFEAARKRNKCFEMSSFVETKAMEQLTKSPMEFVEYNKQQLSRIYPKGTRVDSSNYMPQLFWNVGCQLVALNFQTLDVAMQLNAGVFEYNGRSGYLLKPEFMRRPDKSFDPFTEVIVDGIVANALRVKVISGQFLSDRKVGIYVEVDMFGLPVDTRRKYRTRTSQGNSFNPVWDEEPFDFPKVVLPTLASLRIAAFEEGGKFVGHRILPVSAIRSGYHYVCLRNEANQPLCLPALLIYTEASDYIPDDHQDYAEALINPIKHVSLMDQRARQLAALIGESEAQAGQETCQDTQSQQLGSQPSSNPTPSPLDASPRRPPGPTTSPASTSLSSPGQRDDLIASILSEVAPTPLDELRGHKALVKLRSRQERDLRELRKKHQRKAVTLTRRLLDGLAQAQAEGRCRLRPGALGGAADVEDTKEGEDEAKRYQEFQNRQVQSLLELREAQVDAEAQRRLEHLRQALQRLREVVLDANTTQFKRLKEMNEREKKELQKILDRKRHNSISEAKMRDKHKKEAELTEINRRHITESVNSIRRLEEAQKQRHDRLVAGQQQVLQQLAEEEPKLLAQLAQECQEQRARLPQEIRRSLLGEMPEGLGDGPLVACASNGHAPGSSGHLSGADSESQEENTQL
proKLK7 act: activates the human kallikrein-7 zymogen | purified proKLK7, EDANS-DABCYL substrate fluorescence; 100% is mature enzyme control, 0% vehicle | activation, % at 7 µM | 370,000 compounds, 0.9% hits;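 active = activation above the mean of all tested compounds plus 3 SD, computed per campaign excluding outliers beyond control limits, cut at about 13% in these data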
MBD2 inh: MBD2-methylated oligo binding inhibition. inhibition, % at 4.4 µM. TR-FRET, MBD2 binding to methylated oligonucleotide. 370,000 compounds, 0.31% hits; in the data active = inhibition above about 13%
PLCg1 inh: blocks human PLC-gamma1 enzyme activity; P19174; purified PLC-gamma1, fluorogenic substrate, fluorescence; inhibition, % at 12.2 µM; 370,000 compounds, 0.84% hits; in the data active = inhibition above about 9.5%
ASAP1 inh: inhibitors of human ASAP1 ArfGAP activity; Q9ULH1; inhibition, % at 16.5 µM; 360,000 compounds, 0.19% hits; ASAP1-stimulated ARF1 GTP hydrolysis, GDP FP detection; in the data active = inhibition above about 25%;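 note: 0% = vehicle with enzyme and substrate and 100% = no enzyme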
* marks the source's active call; other numbers are inactive results; / = not tested or not shown.

SMILES	ARFGAP1 inhibitor	UHRF1 binding	Tn7 DDE FP	Tn6 DDE FP	ADAM17 inh	PLCb3 inh	proKLK7 act	MBD2 inh	PLCg1 inh	ASAP1 inh
CC(COC(=O)c1ccccc1)(COC(=O)c1ccccc1)/[N+]([O-])=C/c1ccccc1	2	-2	-4	5	1	0	-0.2	-7	0	-7
CC(C)(C)NC(=O)C1c2ccccc2OCC(=O)N1Cc1ccco1 (stereo unspecified)	-1	0	-1	3	-4	1	0.1	-8	-1	2
Clc1ccccc1-c1nnc2sc(-c3ccco3)nn12	-4	-1	-4	-2	1	2	-0.4	6	3	4
CC(C)Cn1cc(C(=O)N2CCC(C)CC2)c2c3ccccc3n(C)c2c1=O	-21	1	1	2	-121	-32	2.0	-1	-14	13
CCOC(=O)Nc1ccc(OC)c([N+](=O)[O-])c1	-7	-1	6	-1	-4	1	0.1	0	2	-2
C=Cn1cc[n+](CC(=O)c2cccs2)c1	-2	1	11	-4	2	-2	0.1	4	1	-8
Cc1ccc(C(=O)c2ccccc2C(=O)OCC(=O)Nc2cccc([N+](=O)[O-])c2)cc1	14	4	-1	-4	7	5	0.1	2	2	-6
Nc1ccc(C(=O)NCC2(c3ccccc3)CCCC2)cc1	-1	-2	-4	-6	-1	2	0.6	-1	5	2
Cc1ccccc1-n1nc2c(c1NC(=O)CC(C)C)CS(=O)C2 (stereo unspecified)	0	-1	3	3	-1	0	0.3	2	-2	6
Cc1cc2c(cc1S(=O)(=O)CCC(=O)NCCc1ccccc1)OCC(=O)N2	1	10	4	-6	-7	3	-0.5	3	4	0
O=C(CC1CCCC1)NCCS(=O)(=O)N1CCN(c2ccccc2)CC1	5	7	-3	-7	-2	-2	-0.5	7	1	-2
O=S1(=O)NC(=NCC(c2ccco2)N2CCCCC2)c2ccccc21 (stereo unspecified)	-2	2	-3	-8	-3	-9	0.3	-4	2	-14
O=C(CN(C1CCCCC1)S(=O)(=O)c1ccc(Cl)cc1)N1CCOCC1	4	0	11	-2	2	2	-0.3	0	4	-7
Cc1ccc(N2CC(C(=O)NCCS(=O)(=O)N3CCN(c4ccccc4)CC3)CC2=O)cc1 (stereo unspecified)	-2	5	-1	10	6	0	-0.6	1	10*	4
CCN(CC)S(=O)(=O)c1cc(OC)ccc1N=Nc1ccc(O)c2ncccc12	7	-3	-3	-7	6	3	0.2	-1	9	14
O=C(Nc1nc2ccccc2s1)c1ccc(Cl)s1	4	0	1	0	-1	-24	-0.7	-5	-17	8
Cc1cc(C)nc(SCC(=O)NC2=NC(=O)C(C)S2)n1 (stereo unspecified)	-1	2	4	3	-1	-2	0.4	7	-1	-10
CCCc1cc(=O)oc2c(C)c(OCC(=O)NC3CCN(Cc4ccccc4)CC3)ccc12	3	-5	3	-4	-9	-3	-0.5	-5	-3	-2
Cc1ccnc(NC(c2ccccn2)c2c(C)[nH]c3ccccc23)c1 (stereo unspecified)	13	0	-9	10	-1	-27	0.6	-2	-22	-2
O=C(OCC(=O)N1CCOCC1)c1ccc(Cl)cc1[N+](=O)[O-]	6	-1	-3	4	4	2	-0.9	-8	3	3
Cc1cc(OC(F)F)ccc1NC(=S)NC1CCCC1	1	0	4	1	5	6	-0.1	2	6	10
CCc1ccc(N=C2NC(=O)/C(=C/c3ccc(OCC(=O)O)cc3)S2)cc1	17	3	-2	-1	1	-19	0.4	-1	-8	11
Cc1ccc(C(=O)Nc2ccc(N3CCN(C(=O)c4ccco4)CC3)cc2)c(Cl)c1	16	0	2	5	1	1	0.1	-5	0	-24
Cc1ccc(C=NNC(=O)CSc2nc3sc4c(c3c(=O)n2-c2ccccc2)CCCC4)s1	/	0	1	2	-1	1	-0.1	-1	-3	/
CC(CCc1ccccc1)NC(=O)Cc1cccs1 (stereo unspecified)	-2	2	-8	-4	-5	-42	-0.7	1	-2	7
CN(C(=O)COC(=O)c1cn(-c2ccccc2)nc1-c1ccccc1)C1CCS(=O)(=O)C1 (stereo unspecified)	0	4	1	-8	-3	1	-0.1	7	-1	6
COc1cc(C(C)=O)ccc1Oc1ncnc2c1cnn2-c1cccc(Cl)c1	-13	-4	2	-5	-1	2	0.1	-1	2	-11
O=C(COC(=O)COc1ccc(Br)cc1)NC1CCCC1	8	-1	-1	3	1	2	-0.7	-3	-2	-1
CCOc1ccc2c(c1)C(N(CCN1CCOCC1)C(=O)Nc1ccc(OC)cc1OC)CC(C)(C)O2 (stereo unspecified)	1	0	2	4	-10	-9	0.4	-5	-1	-2
Cc1ccc(S(=O)(=O)N/N=C/c2cccs2)cc1	3	5	-8	-5	-1	2	-0.5	3	2	12

Looked up by compound from above (6):
SMILES	ARFGAP1 inhibitor	UHRF1 binding	Tn7 DDE FP	Tn6 DDE FP	ADAM17 inh	PLCb3 inh	proKLK7 act	MBD2 inh	PLCg1 inh	ASAP1 inh
Cc1ccc(S(=O)(=O)N/N=C/c2cccs2)cc1	3	5	-8	-5	-1	2	-0.5	3	2	12
COc1cc(C(C)=O)ccc1Oc1ncnc2c1cnn2-c1cccc(Cl)c1	-13	-4	2	-5	-1	2	0.1	-1	2	-11
CC(CCc1ccccc1)NC(=O)Cc1cccs1 (stereo unspecified)	-2	2	-8	-4	-5	-42	-0.7	1	-2	7
Cc1ccnc(NC(c2ccccn2)c2c(C)[nH]c3ccccc23)c1 (stereo unspecified)	13	0	-9	10	-1	-27	0.6	-2	-22	-2
Cc1ccc(C(=O)Nc2ccc(N3CCN(C(=O)c4ccco4)CC3)cc2)c(Cl)c1	16	0	2	5	1	1	0.1	-5	0	-24
O=C(Nc1nc2ccccc2s1)c1ccc(Cl)s1	4	0	1	0	-1	-24	-0.7	-5	-17	8

PLCg1 inh: hit marks shown above.
SMILES	ARFGAP1 inhibitor	UHRF1 binding	Tn7 DDE FP	Tn6 DDE FP	ADAM17 inh	PLCb3 inh	proKLK7 act	MBD2 inh	PLCg1 inh	ASAP1 inh
Cc1ccc(N2CC(C(=O)NCCS(=O)(=O)N3CCN(c4ccccc4)CC3)CC2=O)cc1 (stereo unspecified)	-2	5	-1	10	6	0	-0.6	1	10*	4

(listing goes on)
SMILES	ARFGAP1 inhibitor	UHRF1 binding	Tn7 DDE FP	Tn6 DDE FP	ADAM17 inh	PLCb3 inh	proKLK7 act	MBD2 inh	PLCg1 inh	ASAP1 inh
C/C=C(/C)C(=O)OC1Cc2c(ccc3ccc(=O)oc23)OC1(C)C (stereo unspecified)	2	-5	0	8	-131	-33	0.3	-7	-24	-8
CCN(CC)C1=C(Cl)C(=O)C(Cl)C12OCCO2 (stereo unspecified)	-11	9	3	-6	-2	-4	0.2	2	1	-3
COc1ccc(OCc2nnc(SC(C)C(=O)Nc3ccc(N4CCOCC4)cc3)n2C)cc1 (stereo unspecified)	6	0	-4	1	-3	-3	0.0	-6	4	-4
COc1ccc(OCC2CCNCC2)cc1	9	-1	-5	8	0	-4	1.1	-4	0	-8
COc1ccc(C(C(=O)Nc2c(C)cccc2C)n2c(=O)c(-c3ccccc3)nc3ccccc32)cc1 (stereo unspecified)	-7	2	2	-1	-9	-27	-8.8	3	-21	0
Cc1cccc(NC(=S)N/N=C/C(C)c2ccccc2)c1C (stereo unspecified)	5	2	-2	1	1	-1	-0.2	-1	0	4
O=C1N/C(=N/N=C/c2ccc(F)cc2)SC1c1ccccc1 (stereo unspecified)	1	-3	0	1	-5	-4	-0.5	1	-6	12
Cc1noc(C)c1CSc1cc(C)c2ccccc2n1	-6	-1	4	11	1	2	-0.3	-4	0	0
Cc1cccc(OCCCn2c(=O)sc3ccccc32)c1	8	1	0	-6	-2	2	-0.4	4	2	2
COc1cc2c(cc1/C=C1/NC(=O)N(c3ccccc3)C1=O)OCO2	-8	9	6	6	-3	-35	-0.7	2	-35	7
CC(C)[C@H](NC(=O)c1c(F)cccc1F)C(=O)Nc1cccc(Br)c1	-3	1	-3	-1	-5	-6	0.0	2	-1	-14
O=C(CSC1=NCCS1)Nc1nc(-c2ccccc2)cs1	-7	1	-1	-7	4	3	0.0	-5	6	-8
CCc1ccc(/C=C2\SC(=S)N(CCCC(=O)Nc3ccccc3C(=O)O)C2=O)cc1	-10	-1	0	-2	0	-4	-0.4	-6	0	5
O=P(c1ccccc1)(c1ccccc1)C(O)c1ccco1 (stereo unspecified)	0	7	3	1	3	8	-0.5	3	0	-3
CCCCNC(=O)c1cc([N+](=O)[O-])[nH]n1	-1	-3	-1	2	-1	5	0.3	-3	2	-2

Quoted from the listing.
O=C1N/C(=N/N=C/c2ccc(F)cc2)SC1c1ccccc1 (stereo unspecified) – PLCg1 inh: -6
COc1cc2c(cc1/C=C1/NC(=O)N(c3ccccc3)C1=O)OCO2 – ADAM17 inh: -3

Grouped by structure, the compounds so far containing bromine
SMILES	ARFGAP1 inhibitor	UHRF1 binding	Tn7 DDE FP	Tn6 DDE FP	ADAM17 inh	PLCb3 inh	proKLK7 act	MBD2 inh	PLCg1 inh	ASAP1 inh
O=C(COC(=O)COc1ccc(Br)cc1)NC1CCCC1	8	-1	-1	3	1	2	-0.7	-3	-2	-1
CC(C)[C@H](NC(=O)c1c(F)cccc1F)C(=O)Nc1cccc(Br)c1	-3	1	-3	-1	-5	-6	0.0	2	-1	-14

Continued:
SMILES	ARFGAP1 inhibitor	UHRF1 binding	Tn7 DDE FP	Tn6 DDE FP	ADAM17 inh	PLCb3 inh	proKLK7 act	MBD2 inh	PLCg1 inh	ASAP1 inh
Cc1ccc(S(=O)(=O)N2[C@@H](c3ccc(C(C)(C)C)cc3)C(C(=O)O)=CC[C@H]2c2cccs2)cc1	-23	-1	3	5	-3	-3	0.4	1	-2	-13
O=C(COC(=O)CCSc1ccccc1)NCc1ccc(F)cc1	8	1	-1	5	2	-6	0.0	1	2	0
Cc1c2cnn(CC(=O)Nc3c(F)c(F)cc(F)c3F)c(=O)c2c(C)n1Cc1ccc(F)cc1	17	-1	3	7	2	4	0.1	0	4	2
O=C(CN1C(=O)NC2(CCCCCCC2)C1=O)NC(=O)NCc1ccco1	-3	-3	6	-6	0	0	1.1	4	0	15
CNC(=S)Nc1ccc(Cc2ccncc2)cc1	3	0	7	0	-1	-3	0.2	3	1	6
CC(=O)Nc1ccc(S(=O)(=O)N2CCN(c3cc(C(F)(F)F)ccn3)CC2)cc1	0	-1	6	2	-39	-43	1.4	1	-28	5
O=C(NCc1cccs1)C1CCC(CNS(=O)(=O)c2cccc3cccnc23)CC1 (stereo unspecified)	/	4	8	6	-4	-2	-0.2	4	-1	/
CC(/C=C/c1ccccc1)=N\NC(=O)C1CC1(C)c1ccccc1 (stereo unspecified)	-2	-3	-3	8	3	-2	-0.3	2	-1	-2
